Source: PubChem (several laboratories)
PRMT1 inh: blocks human protein arginine methyltransferase 1. 370,000 compounds, 1.3% hits. inhibition, % at 2.79 µM. recombinant PRMT1, activity-based probe fluorescence polarization. Q99873;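 active = inhibition above about 21% made by adding two undisclosed values, limit read from the data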
SIAE primary: blocks human sialic acid acetylesterase | Q9HAT2 | SIAE FP-Rh probe binding, fluorescence polarization | inhibition, % at 9.66 µM | 370,000 compounds, 0.69% hits | AID 1053197;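 active = inhibition above a cutoff: mean of compounds within the control limits plus 3 SD of those, cut at about 17% in these data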;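 note: 0% = plate median of compound wells and 100% = probe without SIAE protein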
GC-B act: GC-B (human) receptor activation; HEK293-GC-B cells, CNP EC30, cGMP TR-FRET; 0% at EC30 CNP, 100% saturating CNP; activation, % at 10 µM; 370,000 compounds, 0.11% hits; AID 1920062;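 active = activation at 10 µM reaching about 35% in either raw or pattern-adjusted values, limit read from the data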
TDP2 absorb: blocks human TDP2 phosphodiesterase activity; O95551; recombinant TDP2, T5PNP hydrolysis, p-nitrophenol absorbance 415 nm; inhibition, % at 12.8 µM; 370,000 compounds, 0.34% hits; AID 720702;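 active = inhibition above the mean of all tested compounds plus 3 SD, set per campaign, cut at about 25% in these data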;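 note: 0% = DMSO with enzyme and 100% = buffer with substrate but no TDP2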
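Test system: Human TDP2 enzyme | Reagent: 5 mM T5PNP | Compound dosing: 12.8 µM single point, 1% DMSO | Incubation: Enzyme reaction with compound for 2 h at 37 °C | Technique: p-Nitrophenol epi absorbance | Read-out: % inhibition relative to enzyme-containing and enzyme-free wells | Benchmarks: High control without enzyme, low control DMSO plus TDP2 | Replicates: Singlicate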
HTRA1 inh: HTRA1 (human) protease inhibition | recombinant HTRA1, FP-rhodamine activity-based probe, fluorescence polarization | 340,000 compounds, 0.5% hits | Q92743 | inhibition, % at 5.96 µM; in the data active = inhibition above about 36%;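 note: 0% = enzyme with DMSO and 100% = wells lacking enzyme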
Target sequence (Q92743 whole entry, looked up): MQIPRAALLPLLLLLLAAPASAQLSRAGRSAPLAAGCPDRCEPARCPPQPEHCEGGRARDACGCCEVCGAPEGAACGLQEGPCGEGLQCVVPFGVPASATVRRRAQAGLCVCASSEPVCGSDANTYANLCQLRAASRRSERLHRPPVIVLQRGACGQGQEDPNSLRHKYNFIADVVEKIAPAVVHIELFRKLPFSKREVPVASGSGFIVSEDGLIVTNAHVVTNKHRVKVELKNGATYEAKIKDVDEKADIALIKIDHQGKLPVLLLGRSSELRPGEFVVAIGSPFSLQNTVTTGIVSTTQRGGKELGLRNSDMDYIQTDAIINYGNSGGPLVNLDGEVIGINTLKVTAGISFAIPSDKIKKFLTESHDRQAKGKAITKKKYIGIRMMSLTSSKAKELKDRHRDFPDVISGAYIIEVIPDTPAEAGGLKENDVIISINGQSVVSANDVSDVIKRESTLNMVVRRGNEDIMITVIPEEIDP
rCAG RNA binder: molecules binding r(CAG) RNA repeats | r(CAG) RNA repeat, TO-PRO-1 dye displacement fluorescence | inhibition, % at 3 µM | 370,000 compounds, 1.3% hits | AID 651821;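 active = inhibition above the plate cutoff, the mean of all test compounds on that plate plus 3 SD, cut at about 35% in these data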;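 note: 0% = DMSO alone and 100% = 100 µM mitoxantrone as full dye displacement; higher means more dye released from RNA so lower well fluorescence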
MBD2 inh: inhibitors of human MBD2 binding to methylated oligonucleotide | Q9UBB5 | TR-FRET | inhibition, % at 4.4 µM | 370,000 compounds, 0.31% hits; in the data active = inhibition above about 13%
mABHD4 FP: ABHD4 (mouse) inhibition, primary FP screen; Q8VD66; purified mABHD4, FP-Rh probe fluorescence polarization; inhibition, % at 8.92 µM; 370,000 compounds, 0.54% hits; AID 720543;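 active = inhibition exceeding the mean over every tested compound plus 3 SD, cut at about 30% in these data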;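 note: 0% = plate median of compound wells and 100% = S159A mutant with DMSO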
Target sequence (Q8VD66 whole entry, looked up): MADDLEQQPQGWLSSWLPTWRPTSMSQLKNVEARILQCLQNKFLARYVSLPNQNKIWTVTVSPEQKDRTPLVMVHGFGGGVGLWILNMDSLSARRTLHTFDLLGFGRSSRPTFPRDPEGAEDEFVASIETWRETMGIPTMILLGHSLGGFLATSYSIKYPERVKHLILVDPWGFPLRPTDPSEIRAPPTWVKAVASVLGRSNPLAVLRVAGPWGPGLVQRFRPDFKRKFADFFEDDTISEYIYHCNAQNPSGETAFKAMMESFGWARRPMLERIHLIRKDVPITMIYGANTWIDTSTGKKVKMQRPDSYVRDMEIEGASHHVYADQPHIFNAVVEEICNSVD
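assay system = mABHD4 protein | compound dosing = single nominal dose of 8.92 µM, 0.89% DMSO final | read-out basis = percent inhibition of probe binding, normalized to plate controls | schedule = Enzyme–compound pre-incubation 45 min, then probe 60 min, both 25 °C | detection = fluorescence polarization, excitation 525 nm, emission 598 nm, BODIPY TMR filters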
LEDGF integ inh: blocks HIV-1 LEDGF/p75-dependent DNA integration. 370,000 compounds, 0.64% hits. TR-FRET IN-LEDGF/p75 DNA integration, Eu/Cy5. inhibition, % at 3.7 µM;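 active = inhibition above the screen-wide mean plus 3 SD, cut at about 13% in these data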;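 note: signal is the Cy5 over europium emission ratio at 671 and 618 nm; 0% = plate median of compound wells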
TCR-CD3 inh: human TCR-CD3 binding inhibition. AID 651800. TAMRA-labeled TCR probe fluorescence, biochemical. inhibition, % at 9.4 µM. 360,000 compounds, 0.37% hits; in the data active = inhibition above about 19%;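 note: recombinant mutant TCR 2C K166C tagged with TAMRA read by polarization; 0% = receptor in buffer alone and 100% = receptor with positive control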
* = called active by the depositor; x = no result given. Only part of the results is shown (hit frequency here may not be typical).

SMILES	PRMT1 inh	SIAE primary	GC-B act	TDP2 absorb	HTRA1 inh	rCAG RNA binder	MBD2 inh	mABHD4 FP	LEDGF integ inh	TCR-CD3 inh
CN1C(=O)c2cccc(NC(=O)CCc3ccccc3)c2C1=O	0	-4	-3	-5	-1	-1	1	2	-4	-3
CCN1CCN(c2ccc(S(=O)(=O)N3CCCCC3)cc2NC(=O)c2cccc(OC(F)F)c2)CC1	-1	20*	2	6	-17	-5	-5	5	-1	-4
O=C(Nc1ccccc1Cl)c1ccc2nccnc2c1	2	-2	-3	-8	-10	1	-6	-1	-3	0
COc1cccc(/C=C2\N=C(SC)SC2=O)c1OC	-1	1	-3	4	4	0	1	5	-2	0
CCc1ccc(CN(C)Cc2nc(Cc3ccccc3)no2)nc1	-4	0	2	-3	0	-4	3	1	4	0
COc1ccccc1N1CCN(C(=O)c2cc(-c3ccccc3O)on2)CC1	-1	-5	-2	-7	1	3	4	-7	-2	0
CCN(c1ccccc1)S(=O)(=O)c1ccc(Oc2ccccc2)c(N)c1	3	1	-2	-4	-28	3	3	6	-2	3
CCCN(C(=O)c1cccc(S(=O)(=O)N2CCCc3ccccc32)c1)C1CCS(=O)(=O)C1 (stereo not given)	-3	-4	2	0	4	0	0	8	-1	3
CC1(C(=O)Nc2ccc3c(c2)OCCO3)CCC(=O)N1C1CCN(Cc2ccccc2)CC1 (stereo not given)	-1	2	-3	3	x	-3	-4	4	0	-1
O=C(NCc1ccccn1)c1ccc(OC2CCN(Cc3ccc(CO)o3)CC2)cc1	0	-2	10	-3	4	-5	-2	3	-2	-4
CN(CCC#N)C(=S)Nc1ccc(S(=O)(=O)N2CCOCC2)cc1	-1	2	2	-3	5	-4	1	3	6	6
CCn1nnnc1SCC(=O)NC1CCCC1	-1	-1	-1	5	0	-1	-4	6	1	5
Cc1ccc(NC(=O)C2CC(=O)n3c(nc4ccccc43)N2)cc1 (stereo not given)	-4	0	2	6	1	3	-4	-2	0	9
O=C(Nc1nc2ccc(Cl)cc2s1)c1ccco1	-4	-1	-9	-11	-5	9	-8	-17	6	2
O=C(/C=C/c1c[nH]c2ccccc12)c1cccc2ccccc12	1	6	-3	-7	-34	10	0	-21	0	-5
O=C(C/C=N/OCc1ccc(Cl)cc1)c1cnc(-c2ccccc2)s1	0	0	-2	-2	-38	12	-1	-8	-1	1
Brc1ccc2c(c1)OCCOCCOCCOCCOCCOCCO2	1	1	4	3	2	-4	-1	6	1	1
CC1CCc2c(C(=O)Nc3ccc(OC(F)(F)F)cc3)csc2C1 (stereo not given)	1	-1	1	-7	-8	1	1	-9	-1	-5
CCc1c(C(=O)N/N=C/c2cn[nH]c2-c2ccc(F)cc2)csc1C	2	-5	10	-12	-19	-4	0	-17	1	2
Cn1c(Cn2c(=O)sc3ccccc32)nnc1SCC(=O)NCC1CCCO1 (stereo not given)	1	-6	4	3	-2	1	6	7	-1	2
Cc1ccc(NC(=O)Cn2cc(C=O)c3ccccc32)cc1C	-2	3	-4	-4	-13	1	4	-9	6	6
CS(=O)(=O)c1sc(C(=O)NC(=O)Nc2cccc(C(F)(F)F)c2)c2c1C=CCC2	-3	-3	0	13	3	1	4	4	-3	10
CCOC(=O)N1CCN(c2ccccc2OC)CC1	4	5	3	-8	1	-4	2	2	-1	-12
CCOC(=O)CSC1=N/C(=C/c2ccc(-n3cncn3)cc2)C(=O)N1C(C)=O	1	0	0	10	-3	1	-1	-3	0	0
O=C(Nc1ccccc1)c1cccc(C(=O)Nc2ccccc2)n1	-7	-12	-4	2	-2	-2	1	0	-2	6
COc1ccc([C@H]2Cc3cccc(O)c3C(=O)O2)cc1O	0	7	-6	16	0	0	4	6	-2	-1
CC(C)CNC(=O)N[C@@H](CC(C)C)C(=O)O	-2	-3	5	-4	2	-1	0	2	0	-2
COc1ccc(C(C)(NC(C)=O)c2nc(-c3cnc4ccccc4c3)cs2)cc1 (stereo not given)	0	-3	-3	5	x	5	5	-6	0	1
CCCCOc1ccc(C(O)(CC)CCN2CCOCC2)cc1 (stereo not given)	2	-1	2	2	0	-7	-5	-2	4	-2
CCOc1cc(Br)c(C(=O)O)cc1OCC	2	3	0	10	1	0	-6	9	-3	1
COC(=O)COc1ccc2oc(=O)cc(C)c2c1	4	-2	-2	8	5	1	3	9	-4	-6
COc1ccc(C)cc1C1=Nc2ccccc2C1(C)C	-1	13	0	6	0	-2	0	-2	1	7
CCOC(=O)/C(C#N)=C\c1c(OCC)n(CC)c2ccccc12	1	-7	1	-1	-22	5	-1	-3	-4	-4
COc1cc(/C=N/NC(=O)CC2(C)OCCCO2)ccc1OCc1ccccc1	-3	1	9	0	-1	2	-2	-4	2	-7
N#CNC(=Nc1cccc(C(F)(F)F)c1)SCc1ccc(C(=O)O)cc1	-4	6	3	-8	-4	14	-2	3	2	0
CC(=O)Nc1ccc(S(=O)(=O)N2CCN(C(=O)c3ncoc3-c3ccc(F)cc3)CC2)cc1	-2	4	-3	9	2	2	2	-2	1	5
CC(C)(C)C(=O)Nc1ccc(-c2csnn2)cc1	0	4	1	7	0	0	0	-2	0	-5
CCOC(=O)c1cc2c(=O)[nH]ccc2nc1C	-3	6	-1	4	3	-1	-5	3	1	-2
CC(=O)N1c2ccc(C)cc2Sc2c1ccc1ccccc21	-4	-6	2	-16	-47	2	-2	-9	5	-2
Cc1ccc(NC(=O)CCC(=O)NNC(=O)c2ccccc2[N+](=O)[O-])c(C)c1	-2	0	4	-3	-2	2	4	-2	0	2

Whole records, quoted from the list. Order of screens: PRMT1 inh	SIAE primary	GC-B act	TDP2 absorb	HTRA1 inh	rCAG RNA binder	MBD2 inh	mABHD4 FP	LEDGF integ inh	TCR-CD3 inh
CCOC(=O)CSC1=N/C(=C/c2ccc(-n3cncn3)cc2)C(=O)N1C(C)=O across the screens: 1	0	0	10	-3	1	-1	-3	0	0
CC(C)(C)C(=O)Nc1ccc(-c2csnn2)cc1 across the screens: 0	4	1	7	0	0	0	-2	0	-5

(next part)
SMILES	PRMT1 inh	SIAE primary	GC-B act	TDP2 absorb	HTRA1 inh	rCAG RNA binder	MBD2 inh	mABHD4 FP	LEDGF integ inh	TCR-CD3 inh
Cc1ccc(S(=O)(=O)Nc2cc3c(cc2N2CCOCC2)n(C)c(=O)c(=O)n3C)cc1	18	3	-9	-9	5	-3	6	-3	-2	-8
O=C(Nc1ccccc1F)C1CCCN(S(=O)(=O)c2ccc(-n3cnnn3)cc2)C1 (stereo not given)	-4	-3	-4	-10	4	2	2	-11	1	-1
O=C(OCC(=O)N1CCC(Cc2ccccc2)CC1)c1cc(Cl)ccc1O	3	-9	-3	-5	-5	-4	-4	0	2	5
Cc1ccc(-n2c(SCC(=O)OC(C)C)nnc2-c2ccncc2)cc1	0	5	0	3	2	-4	4	0	0	-4
CCCN(CCC)CCCNC(=O)CC1Nc2ccccc2NC1=O (stereo not given)	-2	4	6	9	-3	4	2	4	5	4
COc1cccc(-c2ccc(NC(=O)C3CCCN(Cc4cnn(C)c4C)C3)cc2)c1 (stereo not given)	3	-3	-3	14	-9	-5	1	-3	-3	-8
COc1cc(C(=O)N2CCCCC2c2cc(C(=O)N3CCOCC3)no2)cc(OC)c1C (stereo not given)	4	-2	1	-8	x	0	3	-1	-3	-4
CN1CCC(n2[nH]c(-c3ccccc3)c(Cc3ccccc3)c2=O)CC1	-1	1	-8	7	3	6	-1	2	-4	-4
CCOC(=O)C(C(=O)Nc1cccc(C)c1)C1CCCCC1 (stereo not given)	0	2	-6	-6	-5	-1	-2	-5	4	-2
Clc1ccccc1OCc1nnc(-c2ccccc2)o1	-2	-2	0	1	2	-2	5	-5	1	6
CCC1(C)CC2(CCCN(CCC(O)(c3ccccc3)c3ccccc3)C2)CCO1 (stereo not given)	-6	0	-9	-3	-11	-9	0	-1	3	3
CCC(=O)N1CCC1(C)C(=O)Nc1ccc2scnc2c1 (stereo not given)	19	1	-8	0	x	0	-5	-1	-2	-7
COC(=O)C1=C(C)N(c2cccc(C(C)=O)c2)C(=O)C1	4	-2	-2	10	3	7	-3	-2	-3	-1
NCC(c1ccccc1)c1c[nH]c2ccccc12 (stereo not given)	-6	4	-13	-6	-16	2	2	8	4	2
COCCNC(=O)/C(C#N)=C/c1cccc(OCc2ccccc2)c1	1	2	x	11	-21	0	3	-2	0	-3
COc1ccc(C(=O)Nc2c(C)cc(C)cc2C)cc1OC	0	1	3	-1	5	-1	-3	-4	-1	0
CS(=O)(=O)c1cccc(NC(=O)c2ccc(Cl)c(Cl)c2)c1	2	-7	0	5	-9	-3	-5	-7	-1	-11
COc1ccc(C(NC(=O)C2CCN(Cc3ccc(Oc4ccccc4)cc3)CC2)c2ccccc2C)cn1 (stereo not given)	2	1	-2	3	x	6	0	3	3	6
COC(=O)[C@]1(C)N[C@H](CN(C)S(=O)(=O)c2ccc(OC(F)(F)F)cc2)[C@@H]2C(=O)N(C)C(=O)[C@@H]21	0	10	7	-6	1	-1	5	9	0	1
CCCCC(=O)N(C)c1c(CC)nc2c(OCC(=O)C(C)(C)C)cccn12	7	4	-1	5	x	-2	7	10	-1	-5
COc1ccc2c(c1)c1ncn(CC3CCCO3)c(=O)c1n2C (stereo not given)	5	-11	-3	-7	5	-7	5	-10	-1	-9
CC1CCN(c2c(NCc3ccc(C(=O)N4CCc5ccccc54)cc3)c(=O)c2=O)CC1	7	7	-14	-17	3	4	1	-7	1	-3
CCC(=O)c1cccc(-c2ccccc2)c1CC	-2	5	-2	4	8	-1	-1	4	0	10
COc1cc(C(=O)Nc2nc3ccc(C)cc3s2)ccc1OCc1c(C)noc1C	0	0	-1	-12	-3	2	1	2	-4	4
CCOC(=O)c1c(NC(=O)c2ccc(S(=O)(=O)N3CCOCC3)cc2)sc2c1CC(C)(C)NC2(C)C	3	3	0	7	0	-3	-2	-1	0	5
COc1cc(NC(=O)CSc2nnnn2Cc2ccccc2)cc(OC)c1	0	2	-7	2	-14	-2	4	-7	-3	4
CC(OC(=O)c1cccnc1)C(=O)Nc1ccc2c(c1)OCO2 (stereo not given)	0	7	0	10	2	0	2	1	5	1
CCOC(=O)C1CCN(C(c2cc3ccc(C)cc3[nH]c2=O)c2nnnn2C2CCCCC2)CC1 (stereo not given)	5	3	2	-1	-2	8	-8	7	3	7
CCOc1ccc(OCc2ccc(C(=O)NCC3CCCO3)o2)cc1 (stereo not given)	-2	4	-1	-9	3	-2	2	3	1	-7
COc1ccc(CN2C(=O)[C@@H]3C(c4ccccc4Cl)=NO[C@@H]3C2=O)cc1	-1	-2	-7	3	-3	6	2	-7	-1	4
CC1(C)CC(=O)C(C=NCCN2CCN(C(=O)CC3CCCC3)CC2)=C(O)C1	0	-2	2	11	3	-1	0	-7	4	-11

Printed as active in SIAE primary (from the list above):
| structure | PRMT1 inh | SIAE primary | GC-B act | TDP2 absorb | HTRA1 inh | MBD2 inh | LEDGF integ inh | TCR-CD3 inh |
| --- | --- | --- | --- | --- | --- | --- | --- | --- |
| CCN1CCN(c2ccc(S(=O)(=O)N3CCCCC3)cc2NC(=O)c2cccc(OC(F)F)c2)CC1 | -1 | 20* | 2 | 6 | -17 | -5 | -1 | -4 |
